# From PubChem BioAssay
# NCF1 inh = blocks human p47phox regulatory protein of NADPH oxidases. P14598. p47phox/p22phox peptide binding, fluorescence polarization, 2 h. inhibition, % at 24.7 µM. 220,000 tested, 0.53% active. AID 1274;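 also: 0% = p47phox with labelled peptide and 100% = labelled peptide alone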
# EBV gp42 block = inhibitors of Epstein-Barr virus glycoprotein 42. Fluorescence polarization binding assay, mP read-out. AID 1085. 220,000 tested, 0.42% active. inhibition, % (tested at 21.74 µM); in the data active = inhibition above about 50%
# Target sequence (Q1HVG2 whole entry, looked up): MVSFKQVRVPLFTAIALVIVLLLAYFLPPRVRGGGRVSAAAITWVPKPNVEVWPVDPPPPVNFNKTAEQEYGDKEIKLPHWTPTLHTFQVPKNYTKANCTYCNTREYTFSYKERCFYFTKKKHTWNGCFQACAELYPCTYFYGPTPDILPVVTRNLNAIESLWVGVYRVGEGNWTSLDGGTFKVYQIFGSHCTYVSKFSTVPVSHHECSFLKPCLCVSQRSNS
# KLK5 inh = inhibitors of human kallikrein 5; Q9Y337; inhibition, % at 5 µM; recombinant hK5, fluorogenic AMC substrate cleavage; 210,000 tested, 0.59% active;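 active = inhibition of 40% or more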;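 also: 0% = enzyme controls without compound and 100% = no-enzyme blanks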
# Target sequence (Q9Y337 67-293 limits assumed): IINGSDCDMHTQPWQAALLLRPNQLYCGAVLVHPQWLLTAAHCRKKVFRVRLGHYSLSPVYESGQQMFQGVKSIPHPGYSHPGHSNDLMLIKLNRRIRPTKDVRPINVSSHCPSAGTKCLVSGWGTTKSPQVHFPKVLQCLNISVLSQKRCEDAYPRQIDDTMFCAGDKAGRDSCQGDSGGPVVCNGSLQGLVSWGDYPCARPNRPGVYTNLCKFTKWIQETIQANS
# 14-3-3 Bad PPI = disrupts binding of bovine 14-3-3 zeta to phospho-Bad peptide; P63103; TR-FRET 14-3-3zeta/Dy647-pBad peptide displacement, 1 h; inhibition, % at 21.7 µM; 220,000 tested, 0.71% active;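 active = inhibition above about 70%, limit read from the data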;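 also: 0% = full 14-3-3 plus peptide FRET controls and 100% = background without 14-3-3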
# Target sequence (P63103 whole entry, looked up): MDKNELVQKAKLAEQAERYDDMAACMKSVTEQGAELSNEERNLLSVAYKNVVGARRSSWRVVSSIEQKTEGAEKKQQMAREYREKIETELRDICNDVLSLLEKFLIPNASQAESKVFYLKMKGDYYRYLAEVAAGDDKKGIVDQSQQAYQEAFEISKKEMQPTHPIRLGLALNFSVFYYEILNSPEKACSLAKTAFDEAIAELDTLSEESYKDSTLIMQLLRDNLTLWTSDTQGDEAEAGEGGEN
# KCC2 mod = modulators of human KCC2 chloride dependent transport; Q9H2X9; KCC2 cells, thallium flux FluoZin-2 fluorescence; B-score of Tl+ flux slope (higher = more flux/activation; lower = inhibition) at 10 µM; 190,000 tested, 2.2% active; AID 1456;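 active = thallium flux slope and its plate-corrected score both differing from the plate sample mean at a set confidence after two filtering rounds, in either direction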;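 also: slope of fluorescence scaled to starting intensity during 10 to 20 s after thallium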
# thrombin 1536 = blocks human thrombin protease activity. 220,000 tested, 0.26% active. AID 1046. alpha-thrombin, Boc-VPR-AMC fluorogenic substrate cleavage. inhibition, % at 5 µM;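 active = inhibition at or above 40%; inactive = inhibition below 40%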;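 also: 0% = enzyme with no compound and 100% = wells without enzyme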
#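 System: human alpha-thrombin protein; Compound dosing: one concentration per compound, 5 µM, with 0.2% DMSO; Timing: reaction at room temperature; Technique: AMC fluorescence, 355/460 nm; Controls: enzyme without compound as high, wells lacking enzyme as low.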
# Rad51 HR inh = blocks human Rad51 in homologous recombination; Q06609; inhibition, % at 10 µM; 200,000 tested, 0.085% active; hRad51 DNA strand exchange, fluorescence dequenching;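 active = inhibition above 40% at the single screening dose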;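 also: 0% = DMSO control wells and 100% = blanks with heterologous ssDNA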
# Target sequence (Q06609 whole entry, looked up): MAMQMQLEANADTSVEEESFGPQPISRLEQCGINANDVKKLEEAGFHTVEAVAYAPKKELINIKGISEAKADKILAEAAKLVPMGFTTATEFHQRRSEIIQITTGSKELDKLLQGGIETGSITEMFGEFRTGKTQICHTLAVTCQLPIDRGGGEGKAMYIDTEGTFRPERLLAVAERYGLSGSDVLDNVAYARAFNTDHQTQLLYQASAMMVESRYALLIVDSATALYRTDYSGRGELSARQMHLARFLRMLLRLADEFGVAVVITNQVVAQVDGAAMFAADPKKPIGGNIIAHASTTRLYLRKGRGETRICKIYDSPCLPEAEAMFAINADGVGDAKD
#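 Material: Human Rad51 nucleoprotein filaments preassembled on unlabelled ssDNA | Also added: Labelled 47-mer dsDNA for strand exchange | Dosing: Single dose, 10 µM final compound | Schedule: 30-min compound preincubation and 15-min exchange, both room temperature | Technique: Fluorescence dequenching at 485/520 nm | Measure: Percent inhibition relative to plate controls and blanks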
# Furin inh = inhibitors of human furin; purified furin, fluorogenic substrate cleavage; inhibition, % at 30 µM; 220,000 tested, 0.061% active; AID 463115; P09958; in the data active = inhibition above about 25%; also: inactives centre near -15
# eIF4E 4G PPI = blocks eIF4E binding to eIF4G | P63073+Q04637 | TR-FRET eIF4E-eIF4GI(517-606) binding, 2 h | AID 782 | inhibition, % at 21.7 µM | 220,000 tested, 0.37% active;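 also: 0% = full FRET control wells and 100% = background wells lacking eIF4GI fragment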
# * marks the source's active call; other numbers are inactive results; x = no result given; [ ] = another dose, or the depositor's remark.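 The calls were made as follows, unless noted: active = inhibition above about 30% (limit read from the data); inactive = the rest.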 Compounds as they come (roughly 4.7% active in at least one column).
SMILES,NCF1 inh,EBV gp42 block,KLK5 inh,14-3-3 Bad PPI,KCC2 mod,thrombin 1536,Rad51 HR inh,Furin inh,eIF4E 4G PPI
CC(C)(C)c1ccc(Cn2nnc3c(=O)[nH]c(C4CCCN(C(=O)Cc5cccs5)C4)nc32)cc1 (centres undefined),-28.2,-11.4,-5.0,4.2,0.453,2.1,-4.0,-17.9,-1.8
Cc1ccc(S(=O)(=O)/N=C(/c2ccc(F)cc2)N2CCCC2)cc1,5.6,-11.0,-4.4,-10.0,0.125,7.8,24.7,-30.3,-2.1
Cc1ccc(SCCC(=O)NC2CC2)cc1,3.3,-1.7,-2.3,-3.2,0.0485,-5.4,-5.3,6.2,-4.2
CCOC(=O)c1sc2nc(C(C)C)c3c(c2c1N)CC(C)(C)OC3,2.1,-23.3,-81.5,-8.2[fluorescence artefact?],1.22,-4.9,8.4,-27.8[20 µM],-8.1
C=CCOc1c(Br)cc(CNc2ccc3[nH]c(=O)[nH]c3c2)cc1OCC,-4.8,4.6,-9.4,-11.0,-0.455,-1.4,6.0,-13.8,2.9
CCCCN=CC1=C(O)C(C(=O)OC)C(C)(C)CC1=O (centres undefined),-4.5,18.3,9.9,7.4,x,-5.3,6.0,-23.8,2.2
CC1=C(C(=O)Nc2ccc(F)cc2)C(c2cccc(C)c2)n2nc(CCCO)nc2N1 (centres undefined),-17.4,-6.0,-8.3,7.3,0.245,-0.1,0.4,-22.0,0.8
CC(=O)NC1CSCC1OC(C)=O (centres undefined),-4.2,-13.8,67.1*,-10.1,x,32.4,-1.2,-16.5,-13.6[fluorescence artefact?]
CC(C)(C)NC(=O)NC(=O)COC(=O)CNC(=O)C1CCCCC1,-3.1,-11.8,-1.5,-7.1,0,-8.3,14.3,-36.2,-0.9
Cc1nc(S(=O)(=O)Cc2ccccc2Cl)nc2c1CCC2,-6.3,-4.5,-18.7,-3.8,0.638,-1.1,13.2,-14.9,-0.4
O=C(Nc1cccc(F)c1)c1sc(Cl)nc1-c1ccccc1,-7.4,9.4,-12.7,-30.1,-0.2,-6.2,5.9,-2.2,9.1
COc1ccc(CNC(=O)CN(c2cc(C)cc(C)c2)S(=O)(=O)c2c(C)noc2C)cc1,-2.5,-2.3,-2.5,5.1[fluorescence artefact?],0.0119,-4.4,5.1,-11.0,-1.3[fluorescence artefact?]
O=S(=O)(NCc1cn2ccccc2n1)c1cccs1,-4.7,-16.1,-1.2,-1.1,-0.98,-2.6,-0.7,-12.4,-10.6
CC1CCCC(C)N1Cc1cn2ccccc2n1 (centres undefined),-4.4,-18.0,7.5,68.2[fluorescence artefact?],x,-7.8,5.5,-15.8,-2.1
O=c1c2ccccc2c(-c2cccc(C(F)(F)F)c2)nn1-c1ccccc1,-33.9,-10.0,1.6,-15.3,x,-2.1,10.6,-2.7,-2.6
Cc1ccc(Oc2ccc3c(c2)C(=O)N(c2ccc(S(=O)(=O)Nc4nccs4)cc2)C3=O)cc1,-16.6,2.6,7.8,4.5,0.218,-6.8,-0.9,-26.3,4.7
COc1cccc(NC(=O)/C=C/c2ccco2)c1,-23.0,1.8,-1.8,-21.2,-0.537,-1.7,-14.3,-20.6,-4.4
Cc1ccc2cc(C#N)c(NCc3ccco3)nc2c1,-10.5,0.9,-46.5,10.0,-0.442,-3.5,-8.4,-18.0,14.1
C=CCNC(=O)COC(=O)/C=C/c1cccs1,4.6,-22.9,-6.6,-7.4,-0.0425,-8.2,14.2,-14.9,1.8
CCCOc1ccc(-c2csc(NC(=O)CN3C(=O)CCC3=O)n2)cc1,6.2,-6.7,-1.9,9.9,1.15,-12.0,2.8,-10.7,6.1
O=C(NNc1cc(Cl)ccc1Cl)c1cccs1,-96.9,-0.9,54.8*,-8.8,0.9,34.5,-6.7,-7.7,0.9
N=C1C2=C3Sc4ccccc4N3CCCC2=NN1c1cccc(S(=O)(=O)O)c1,-28.4,-0.7,-1.8,8.8,0.618,0.2,8.8,15.2,-0.9
CC1(N2CCCCC2)CC2(O)C(=[N+]1[O-])CCC/C2=N\O (centres undefined),7.6,-8.3,-9.5,-7.3,-0.547,-9.7,x,-17.7,-10.2
COc1ccc(-c2nnc3ccc(SCC(=O)Nc4nc5ccccc5s4)nn23)cc1OC,-4.8,-2.9,-14.1,-7.4[fluorescence artefact?],-0.779,-13.9,-1.8,-23.1,4.1
Cc1onc(-c2ccccc2)c1C(=O)Nc1ccc(OC(C)C)cc1,-17.2,5.0,0.8,-0.6[fluorescence artefact?],-0.575,1.2,-2.3,-26.9,1.6

# Some of these compounds in order of heavy-atom count, low to high:
SMILES,NCF1 inh,EBV gp42 block,KLK5 inh,14-3-3 Bad PPI,KCC2 mod,thrombin 1536,Rad51 HR inh,Furin inh,eIF4E 4G PPI
Cc1ccc(SCCC(=O)NC2CC2)cc1,3.3,-1.7,-2.3,-3.2,0.0485,-5.4,-5.3,6.2,-4.2
O=C(NNc1cc(Cl)ccc1Cl)c1cccs1,-96.9,-0.9,54.8*,-8.8,0.9,34.5,-6.7,-7.7,0.9
Cc1ccc2cc(C#N)c(NCc3ccco3)nc2c1,-10.5,0.9,-46.5,10.0,-0.442,-3.5,-8.4,-18.0,14.1
Cc1nc(S(=O)(=O)Cc2ccccc2Cl)nc2c1CCC2,-6.3,-4.5,-18.7,-3.8,0.638,-1.1,13.2,-14.9,-0.4
O=C(Nc1cccc(F)c1)c1sc(Cl)nc1-c1ccccc1,-7.4,9.4,-12.7,-30.1,-0.2,-6.2,5.9,-2.2,9.1
CC(C)(C)NC(=O)NC(=O)COC(=O)CNC(=O)C1CCCCC1,-3.1,-11.8,-1.5,-7.1,0,-8.3,14.3,-36.2,-0.9
Cc1onc(-c2ccccc2)c1C(=O)Nc1ccc(OC(C)C)cc1,-17.2,5.0,0.8,-0.6[fluorescence artefact?],-0.575,1.2,-2.3,-26.9,1.6
CCCOc1ccc(-c2csc(NC(=O)CN3C(=O)CCC3=O)n2)cc1,6.2,-6.7,-1.9,9.9,1.15,-12.0,2.8,-10.7,6.1
CC(C)(C)c1ccc(Cn2nnc3c(=O)[nH]c(C4CCCN(C(=O)Cc5cccs5)C4)nc32)cc1 (centres undefined),-28.2,-11.4,-5.0,4.2,0.453,2.1,-4.0,-17.9,-1.8

# Additional compounds follow.
SMILES,NCF1 inh,EBV gp42 block,KLK5 inh,14-3-3 Bad PPI,KCC2 mod,thrombin 1536,Rad51 HR inh,Furin inh,eIF4E 4G PPI
O=C(COc1ccccc1)NCC1CCCO1 (centres undefined),11.4,-15.2,-0.5,-2.0,x,1.0,-0.6,-13.0[20 µM],-1.1
COc1ccc(C(=O)C(CN2CCOCC2)c2ccccc2)cc1F (centres undefined),0.6,2.4,20.1,33.0,x,-1.3,-1.1,-17.2,-10.7
COc1cc(C(=O)NCC(c2ccco2)N2CCCC2)ccc1OCc1c(C)noc1C (centres undefined),-21.2,5.3,-5.5,-20.5,-0.433,-3.4,-2.8,0.2,-18.1
Cc1cc(C)n(CC2CC(=O)N(c3cc(Cl)cc(Cl)c3)C2=O)n1 (centres undefined),-11.5,-5.6,-4.9,4.6[fluorescence artefact?],0.183,-5.6,-0.4,-14.1,1.4[fluorescence artefact?]
O=C(CSCc1ccc(Cl)cc1)Nc1ccccc1O,26.8,-2.7,-22.9,-4.1,0.109,-0.7,5.2,-21.8,-3.3
O=C(C1=C(O)C(=O)N(CC2CCCO2)C1c1cccnc1)c1ccco1 (centres undefined),-5.5,-17.8,-0.2,-0.8,x,-3.7,-2.9,-13.0,6.0
CN(C)S(=O)(=O)c1cccc(C(=O)OCC(=O)Nc2ccccc2OC(F)F)c1,-4.9,4.2,4.8,0.9[fluorescence artefact?],-0.685,-4.3,10.3,-17.7,-6.2
COc1ccc(OC)c2c1CCC2=O,-5.9,-8.2,-54.0,10.6,-0.841,0.6,-0.6,-25.8[20 µM],0.4
OC(Cc1cccnc1)(Cc1cccnc1)c1cc2ccccc2[nH]1,-8.6,8.7,-8.6,9.6,0.607,-0.8,x,-3.7,2.1[fluorescence artefact?]
Cc1cc(C)c(C#N)c(SCC(=O)NC(C)(C)C)n1,-1.5,-19.4,-29.1,-0.7,0.425,-4.7,-4.0,-18.1,2.1
Cc1cc(NC(=O)C2CCCN(S(=O)(=O)c3c(C)noc3C)C2)no1 (centres undefined),12.0,-19.6,-6.7,14.6,1.39,-0.8,1.8,-40.9,-3.0
O=c1c2ccccc2[nH]c(=S)n1CCN1CCN(Cc2ccccc2)CC1,10.3,6.4,-0.9,0.5,15.2*,-6.4,0.7,-21.1[20 µM],-5.2
Cc1ccc(C(=O)Nc2sc3c(c2C(=O)NCc2ccco2)CCCC3)cc1,18.0,-1.6,-3.0,7.1[fluorescence artefact?],1.86,-6.9,4.0,-26.4[20 µM],-0.5
CCn1c(=O)cc(OCC(=O)Nc2ccccc2N2CCN(C)CC2)c2ccccc21,-25.7,-8.0,-2.0,8.1,x,1.2,1.7,-19.3,2.4
O=C(Nc1ccccc1)Nc1ccno1,-4.5,-18.7,2.1,2.1,x,-3.6,6.5,-17.0,2.5
COc1cc(CNC(C)c2ccccc2)c(Br)cc1OCC(N)=O (centres undefined),-19.8,-33.8,-22.1,-2.4[fluorescence artefact?],x,2.0,2.0,-13.2[20 µM],-2.1[fluorescence artefact?]
Cc1ccccc1OCC(=O)N/N=C/c1cc2ccccc2nc1Cl,-3.5,-13.8,1.0,8.7,x,-5.2,-4.3,-14.7[20 µM],-2.7
Cc1occc1C(=O)N/N=C/C(Br)=C\c1ccccc1,-5.9,8.4,-6.3,-1.7,1.33,-16.2,x,-14.6,3.4
CCOc1ccccc1NC1=NC2CS(=O)(=O)CC2S1 (centres undefined),-9.3,-5.9,1.7,0.6,0.495,-1.1,15.0,-5.2,-7.0
O=c1cc(CO)occ1OCc1cccc(C(F)(F)F)c1,0.9,-10.6,4.3,3.0[fluorescence artefact?],0.666,-2.2,5.8,-18.8[20 µM],0.0
O=C1CCCC(=O)C1=Cc1c[nH]c2ccccc12,-15.8,2.7,-7.7,-1.8,-2.05,-0.1,1.4,9.4[20 µM],-2.4
CC1(C)CN=C(N(Cc2ccccc2)C(=O)Nc2ccccc2)S1,-9.9,-3.2,-12.9,0.0,-0.0231,-1.2,x,-12.5,5.2
OC1(c2cccc(C(F)(F)F)c2)CCN(c2ccc(-c3ccccc3)nn2)CC1,-8.1,-25.6,12.2,2.4,0.00571,-2.7,2.7,-25.6[20 µM],-1.5
COCCSc1nnc(NS(=O)(=O)c2ccc(C)cc2)s1,-10.4,-27.3,3.5,-10.0,-0.403,-12.5,35.8,-18.2,4.0
Cc1cccc(Nc2ccccc2C(=O)OCC(=O)N2CCOCC2)c1C,-6.2,-11.8,6.0,-0.3,-0.951,1.2,2.8,-5.5,4.7
CCOC(=O)c1sc(=NC(=O)c2ccc(OC)c(OC)c2)n(C)c1C,4.7,-1.6,14.5,53.0[fluorescence artefact?],0.478,-3.5,x,-12.7[20 µM],-4.0
COC(=O)c1ccc2c(c1)nc(C)n2CCO,-5.0,-8.0,-14.1,0.8,-0.526,1.9,6.9,-24.2[20 µM],-0.1
C=CCOc1c(CNc2ccc(C(=O)O)cc2)cccc1OC,-7.2,-5.3,-9.4,0.1[fluorescence artefact?],0.841,1.3,x,-29.1,2.2
CCc1ccc(N(C(=O)c2csnn2)C(C(=O)NC(C)(C)C)c2ccccn2)cc1 (centres undefined),0.5,-5.9,-3.5,-11.5,-1.13,-14.3,25.0,-26.0,-2.6
CCC/C=C(\CCC)C(NS(=O)(=O)c1cccc2cccnc12)c1ccc(C(=O)OC)cc1 (centres undefined),-10.0,0.9,-11.3,22.1,-0.526,-1.8,-0.4,0.5,-2.0
